UPR CHOP act: activators of apoptotic arm of unfolded protein response (CHOP). activation, % at 10 µM. CHO-CHOP luciferase reporter, UPR activation, luminescence; percent of tunicamycin response over DMSO baseline. AID 449763. 0.34% of 330,000 active;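 active = at 10 µM dose, activation of 40% or more, normalized to positive control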;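 also: 100% = tunicamycin at 10 µg/mL and 0% = DMSO alone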
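Evaluation: % reporter activation, DMSO baseline versus tunicamycin full activation; System: CHO-CHOP luciferase reporter cell line; Input: 500 cells/well; Incubation: 6 h compound treatment, 37 °C; Measured by: Steady-Glo luciferase luminescence; Dosing: one dose, 10 µM in 0.5% DMSO; Buffer or medium: F12 medium, 10% FBS; Benchmarks: positive tunicamycin 10 µg/mL, negative DMSO alone.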
tim23-1 inh: growth inhibitors of tim23-1 mutant yeast; S. cerevisiae tim23-1 growth, BacTiter-Glo luminescence, 24 h; inhibition, % at 20 µM; 1.3% of 330,000 active; AID 463212;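 active = growth inhibition of the mutant yeast at or above 50%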;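 also: temperature-sensitive mutant grown at 25 °C; plate controls were DMSO-treated mutant yeast for no effect and medium wells lacking yeast for full effect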
Jurkat NFkB inh: lowers PMA/ionomycin-induced NF-kB signal in Jurkat cells | PMA/ionomycin-induced NF-kB luciferase reporter, luminescence | inhibition, % at 4 µM | 0.53% of 330,000 active | AID 435003; in the data active = inhibition above about 50%
TIM10 inh: TIM10 yeast growth inhibition; S. cerevisiae TIM10 strain growth, BacTiter-Glo luminescence, 24 h; inhibition, % at 10 µM; 1.4% of 330,000 active; AID 463195;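 active = inhibition of 40% or more at the single tested concentration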;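 also: wild-type TIM10 isogenic control strain grown at permissive 25 °C; 0% = DMSO yeast wells and 100% = minimal medium wells without yeast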
697 NFkB inh: lowers PMA/ionomycin-induced NF-kB signal in 697 B cells. 697 B-cell NF-kB luciferase reporter, 16 h. inhibition, % at 4 µM. AID 435022. 0.33% of 330,000 active; in the data active = inhibition above about 35%
Mdm2 MdmX PPI: inhibitors of human Mdm2/MdmX interaction; inhibition, % at 8 µM; 3% of 330,000 active; O15151+Q00987; SaOS-2 split-luciferase Mdm2/MdmX complementation, luminescence;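 active = inhibition of at least 50% at 8 µM in the primary screen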
Target sequence (O15151 whole entry, looked up): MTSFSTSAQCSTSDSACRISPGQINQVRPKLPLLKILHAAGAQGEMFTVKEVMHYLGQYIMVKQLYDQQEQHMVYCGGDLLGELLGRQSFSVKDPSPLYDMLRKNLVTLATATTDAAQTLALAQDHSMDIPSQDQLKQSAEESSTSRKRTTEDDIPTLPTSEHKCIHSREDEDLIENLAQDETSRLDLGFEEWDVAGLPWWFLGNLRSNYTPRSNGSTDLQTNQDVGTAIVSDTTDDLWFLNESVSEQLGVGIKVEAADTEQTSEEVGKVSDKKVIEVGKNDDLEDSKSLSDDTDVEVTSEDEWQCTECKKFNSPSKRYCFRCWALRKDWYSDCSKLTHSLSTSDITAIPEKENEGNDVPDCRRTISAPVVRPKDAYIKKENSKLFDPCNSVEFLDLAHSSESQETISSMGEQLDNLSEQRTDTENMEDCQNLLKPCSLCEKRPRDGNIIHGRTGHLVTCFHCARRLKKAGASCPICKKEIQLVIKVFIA
Target sequence (Q00987 whole entry, looked up): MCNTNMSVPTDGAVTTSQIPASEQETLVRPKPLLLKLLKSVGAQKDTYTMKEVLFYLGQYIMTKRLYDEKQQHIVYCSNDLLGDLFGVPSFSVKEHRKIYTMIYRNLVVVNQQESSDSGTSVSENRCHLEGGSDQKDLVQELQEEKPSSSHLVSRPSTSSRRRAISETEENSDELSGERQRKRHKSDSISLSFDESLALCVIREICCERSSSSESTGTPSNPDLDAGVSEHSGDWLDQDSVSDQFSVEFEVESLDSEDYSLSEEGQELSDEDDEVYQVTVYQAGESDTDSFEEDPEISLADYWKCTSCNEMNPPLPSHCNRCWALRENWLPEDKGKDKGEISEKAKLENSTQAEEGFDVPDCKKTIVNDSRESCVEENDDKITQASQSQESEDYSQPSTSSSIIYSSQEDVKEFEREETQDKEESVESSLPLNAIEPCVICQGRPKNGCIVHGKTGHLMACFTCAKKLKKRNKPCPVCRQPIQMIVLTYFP
UPR XBP1 act: adaptive UPR (XBP1) activation; CHO-XBP1 luciferase reporter, IRE1-XBP1 UPR activation, luminescence; percent of tunicamycin response, DMSO as zero; activation, % at 20 µM; 0.33% of 330,000 active;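 active = versus positive control, 20 µM dose yields 30% or more activation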;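 also: 100% = tunicamycin at 10 µg/mL and 0% = DMSO only wells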
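Material: CHO cell line with stable XBP1 luciferase reporter; buffer or medium: F12 medium containing 10% fetal bovine serum; compound: single point, 20 µM final compound, 1% DMSO; incubation: 6 h treatment, 37 °C; measured by: glow luminescence from Steady-Glo reagent; evaluation: activation, % of tunicamycin; control set: tunicamycin high, DMSO low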
tim10-1 inh: inhibits growth of tim10-1 mutant yeast; S. cerevisiae tim10-1 ts strain growth, BacTiter-Glo, 24 h; inhibition, % at 20 µM; 2.2% of 330,000 active; AID 463190;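 active = inhibition of at least 40%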;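 also: mutant grown at 25 °C; 0% = DMSO wells with yeast and 100% = wells holding no yeast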
* hit, by the source's call.

Results follow in this order: UPR CHOP act	tim23-1 inh	Jurkat NFkB inh	TIM10 inh	697 NFkB inh	Mdm2 MdmX PPI	UPR XBP1 act	tim10-1 inh
> COc1ccccc1NS(=O)(=O)c1ccc(-c2cc(C)no2)s1
    -1.0	34	22	15	-66	49	-3	28
> Cc1ccc(/C=N/Nc2ccc(F)cc2F)s1
    5.0	29	-29	18	-19	-9	6	-6
> Cc1ccc(S(=O)(=O)c2nc(S(C)(=O)=O)sc2N2CCCCCC2)cc1
    1.0	35	4	15	-24	-10	-4	27
> N#Cc1c(-c2ccco2)cc(-c2ccccc2)[nH]c1=O
    0.3	6	-4	28	25	-13	-4	-24
> COCCSc1nnc(NC(=O)c2ccc(NC(=O)C(C)C)cc2)s1
    1.9	-1	8	-2	10	-25	1	8
> COc1cccc(-c2nc(N3CCN(C)CC3)c3ccccc3n2)c1O
    4.8	5	-39	14	-25	-8	2	-73
> C=CCNC(=O)CN1C(=O)C2C3c4ccccc4C(c4ccccc43)C2C1=O (stereo not drawn)
    -1.2	4	7	-4	0	9	1	8
> CCn1c(COc2cc(C)cc(C)c2)nnc1SCC(=O)N1CCN(c2ccccc2)CC1
    0.9	-1	2	-14	-8	17	0	20
> CC1CN(S(=O)(=O)c2ccc(C(=O)Nc3nncs3)cc2)CC(C)O1 (stereo not drawn)
    -0.4	-3	-3	2	-2	7	-2	-12
> COC(=O)c1cccnc1NC(=S)NC1CCCCC1
    0.8	11	-32	-7	-14	14	1	30
> c1csc(Cc2nc(-c3ccc(-n4cccc4)cc3)no2)c1
    0.0	-5	-27	10	-11	-46	2	2
> Cc1cc(C(=O)COC(=O)c2ccc[nH]c2=O)c(C)n1C1CC1
    2.9	2	-18	-22	-30	26	-4	-9
> Cc1ccc(N(C(=O)Cn2nnc3ccccc32)C(C(=O)NCc2ccccc2)c2ccccn2)cc1 (stereo not drawn)
    0.1	20	1	-11	20	27	-4	5
> CC1=C([N+](=O)[O-])C(c2ccccc2Cl)NC(=O)N1C (stereo not drawn)
    1.5	17	-2	-4	13	14	-2	15
> COc1ccc(NC(=O)Nc2ccc(Cc3ccncc3)cc2)cc1OC
    0.6	-3	-6	3	-20	11	-2	21
> CC(NC(=O)C(c1ccccc1)c1ccccc1)C(=O)O (stereo not drawn)
    -1.2	-2	-15	-13	9	1	-2	-17
> CCc1c(-c2ccccc2)[n+](=O)c2c(n1[O-])CCC2
    0.8	0	2	-10	-3	7	1	-9
> CCc1ccc(C2CC(=O)Nc3c2c(=O)nc2c(C)cccn32)cc1 (stereo not drawn)
    1.3	-5	4	11	21	15	-1	-11
> O=C1CSC(=S)N1c1cccc(Cl)c1
    -1.0	32	-27	18	-15	3	-3	20
> c1ccc(C2CCC(N3CCN(c4ccccc4)CC3)CC2)cc1 (stereo not drawn)
    -1.2	-33	4	-77	-38	16	-7	-77
> CCC1CCCN1Cn1cnc2c([nH]c3ccc(C)cc32)c1=O (stereo not drawn)
    2.7	1	-3	7	5	7	-3	-2
> O=S1(=O)C=CC(Sc2nc3ccccc3[nH]2)C1 (stereo not drawn)
    1.1	-11	3	-9	15	13	1	-5
> CN(CCOc1ccccc1)S(=O)(=O)c1ccccc1C#N
    -1.3	4	-8	-8	3	-31	1	-14
> CSc1nc(O)c(C(c2ccccc2Cl)c2c(O)nc(SC)[nH]c2=O)c(=O)[nH]1
    0.1	-11	4	-3	10	-13	1	-10
> CCCCN(C)S(=O)(=O)c1ccc(C(=O)N=c2sc3cc(NC(C)=O)ccc3n2C)cc1
    0.7	14	-8	10	-27	33	0	9
> N#Cc1sc2nc(-c3cccs3)cc(-c3ccc(Cl)cc3)c2c1N
    2.1	3	3	10	13	32	3	17
> COc1ccc(C(=O)N/C(=C/c2cccnc2)C(=O)N2CCOCC2)cc1OC
    0.2	10	2	1	13	4	1	-14
> CNC(=O)CSc1nnc(COc2ccc(Cl)cc2)n1CCOC
    1.9	23	-6	-6	16	7	-2	7
> Cc1ccc2nc(-c3ccccc3)cc(C(=O)NCC3CCCO3)c2c1 (stereo not drawn)
    3.2	20	-5	2	-6	19	-3	-6
> Cn1nc(C(F)(F)F)c(C(=O)Nc2ccc(F)cc2F)c1Oc1cccc(Cl)c1
    -0.4	48	13	-28	-7	15	-1	6

Part of the list above, reformatted:
smiles,UPR CHOP act,tim23-1 inh,Jurkat NFkB inh,TIM10 inh,697 NFkB inh,Mdm2 MdmX PPI,UPR XBP1 act,tim10-1 inh
COc1cccc(-c2nc(N3CCN(C)CC3)c3ccccc3n2)c1O,4.8,5,-39,14,-25,-8,2,-73
C=CCNC(=O)CN1C(=O)C2C3c4ccccc4C(c4ccccc43)C2C1=O (stereo not drawn),-1.2,4,7,-4,0,9,1,8
CCn1c(COc2cc(C)cc(C)c2)nnc1SCC(=O)N1CCN(c2ccccc2)CC1,0.9,-1,2,-14,-8,17,0,20
CC1CN(S(=O)(=O)c2ccc(C(=O)Nc3nncs3)cc2)CC(C)O1 (stereo not drawn),-0.4,-3,-3,2,-2,7,-2,-12
COC(=O)c1cccnc1NC(=S)NC1CCCCC1,0.8,11,-32,-7,-14,14,1,30
c1csc(Cc2nc(-c3ccc(-n4cccc4)cc3)no2)c1,0.0,-5,-27,10,-11,-46,2,2
Cc1cc(C(=O)COC(=O)c2ccc[nH]c2=O)c(C)n1C1CC1,2.9,2,-18,-22,-30,26,-4,-9

Carrying on.
Results follow in this order: UPR CHOP act	tim23-1 inh	Jurkat NFkB inh	TIM10 inh	697 NFkB inh	Mdm2 MdmX PPI	UPR XBP1 act	tim10-1 inh
> COc1ccc(C(C)=O)cc1CN1C(=O)NC(c2ccccc2)(c2ccccc2)C1=O
    0.4	0	9	0	-24	11	0	-9
> Cc1ccsc1C1Nc2ccc3ncccc3c2C2=C1C(=O)CCC2 (stereo not drawn)
    0.4	7	-6	6	2	21	3	5
> O=C(NCc1cccs1)C1CCN(S(=O)(=O)N2CCCC2)CC1
    -2.0	10	9	7	7	-10	0	7
> O=C(CSc1ccc(-c2ccccc2)nn1)N1CCOCC1
    0.8	16	-13	1	2	-8	0	4
> CCNC(=O)CC1C(=O)N(c2ccccc2)C(=O)N1Cc1ccc(OC)cc1 (stereo not drawn)
    2.2	2	-15	0	-3	6	1	15
> N#CCSc1nc2c(c(=O)n1Cc1ccco1)C1(CCCC1)Cc1ccccc1-2
    -2.8	15	-5	31	-5	27	-3	32
> O=C(Cn1nc(-c2ccccc2)c2ccccc2c1=O)Nc1ccc(F)cc1
    0.9	-18	-4	-20	7	18	-2	-41
> CCOC(=O)C(CCCP(=O)(c1ccccc1)c1ccccc1)(NC(C)=O)C(=O)OCC
    1.5	17	-9	14	-7	17	1	4
> CC(C)OC(=O)n1c(=S)oc2ccccc21
    -1.7	76*	-1	47*	20	0	-4	53*
> Cc1cc(C)n(C(=O)CSc2ccc(Cl)cc2)n1
    -0.3	2	2	-1	11	26	-2	8
> COc1ccc(NC(=O)c2cc(-c3ccco3)on2)cc1OC
    1.5	1	-33	-8	9	-16	-1	4
> CCOC(=O)c1ccc2[nH]c3ccccc3c2c1
    1.6	16	-38	18	-16	-5	5	-1
> Cc1ccc(NC(=O)c2ccc(OC(F)F)cc2)cc1S(=O)(=O)N(C)C
    2.2	34	4	36	-3	13	1	32
> NS(=O)(=O)c1ccc(CNC(=O)Cc2c(F)cccc2Cl)cc1
    0.1	-8	-19	-13	7	0	0	-13
> CCn1c2ccccc2c2nc3cc(OC)c(OC)cc3nc21
    3.7	42	-90	30	-54	31	11	30
> O=C(c1ccco1)N1CCCC(c2nc3c(nnn3Cc3c(Cl)cccc3Cl)c(=O)[nH]2)C1 (stereo not drawn)
    0.3	-1	10	2	-17	16	0	8
> Cc1ccc(-c2nc(N3CCOCC3)sc2C(=O)N2CCOCC2)cc1
    -0.1	7	-5	0	4	-9	-1	12
> Cn1c(-c2cccc(OCc3ccccc3)c2)nc2c1c(=O)[nH]c(=O)n2Cc1ccccc1
    76*	-10	-6	-7	5	85*	16	-21
> COc1ccc(C(C)(C)C)cc1NC(=O)CCCn1c(=O)oc2ccccc21
    0.7	41	2	29	4	20	-1	32
> COc1ccc(CC(=O)Nc2ccc(C(C)=O)cc2)cc1
    2.5	-14	-5	-19	-8	-6	0	-39
> C[C@H](NC(=O)c1cc2c(cn1)[nH]c1ccccc12)C(=O)O
    3.5	6	7	6	1	-2	3	3
> CN(Cc1cn(C)nc1-c1ccccc1F)Cc1nccn1C
    -2.2	0	1	-9	2	12	-4	-1

Source: PubChem BioAssay (Sanford-Burnham Center for Chemical Genomics)

Random draw from the library, and some 6.6% of all compounds hit somewhere here.
